Source: PubChem (several laboratories)
CYP2C9 act: CYP2C9 (human) activation. P11712. 96,000 tested, 1.4% active. recombinant CYP2C9, luciferin-H conversion, luminescence; stronger effect = higher value; factor 1 = untreated enzyme, 0 = blocked. activation factor at 5 µM;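 active means activation factor of 2 or more for CYP2C9 at a 5 µM dose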;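 further: 0 = sulfaphenazole-blocked wells and 1 = vehicle-only wells; values of inactives mirror those of a sister screen read the other way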
Target sequence (P11712 whole entry, looked up): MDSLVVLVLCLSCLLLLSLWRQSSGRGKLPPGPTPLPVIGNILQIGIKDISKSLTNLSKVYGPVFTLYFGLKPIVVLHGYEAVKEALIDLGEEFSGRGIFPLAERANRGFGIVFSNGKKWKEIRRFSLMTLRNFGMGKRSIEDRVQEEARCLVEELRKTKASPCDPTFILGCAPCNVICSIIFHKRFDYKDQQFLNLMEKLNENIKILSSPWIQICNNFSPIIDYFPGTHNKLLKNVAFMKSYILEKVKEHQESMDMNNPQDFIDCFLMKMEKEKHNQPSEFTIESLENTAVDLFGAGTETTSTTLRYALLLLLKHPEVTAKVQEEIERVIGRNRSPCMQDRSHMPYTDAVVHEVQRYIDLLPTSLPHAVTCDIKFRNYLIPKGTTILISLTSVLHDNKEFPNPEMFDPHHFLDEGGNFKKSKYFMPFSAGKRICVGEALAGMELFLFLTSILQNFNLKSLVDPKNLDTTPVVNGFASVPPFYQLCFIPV
VCAM1 TNFa inh: reduces TNF alpha induced VCAM1 expression in HUVEC. HUVEC TNFa-induced VCAM-1 immunofluorescence, high-content imaging. inhibition, % at 2 µM. 95,000 tested, 0.48% active. AID 802;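 active means inhibition above the batch mean plus 3 SD, with images confirmed as a hit by eye, cut at about 37% in these data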;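 further: 0% = TNF-stimulated DMSO wells and 100% = unstimulated control wells; not every result past the cut was called active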
CYP2C19 inh: human CYP2C19 inhibition | P33261 | CYP2C19 Supersomes, luciferin-H EGE luminescence, 30 min | inhibition, % at 5 µM | 96,000 tested, 21% active | AID 778;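 active means CYP2C19 inhibition above a set limit at 5 µM in the primary screen, cut at about 50% in these data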;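 further: plate controls were negative control wells for no effect and 2.5 mM tranylcypromine positive control for full effect; values of inactives mirror those of a sister screen read the other way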
Target sequence (P33261 whole entry, looked up): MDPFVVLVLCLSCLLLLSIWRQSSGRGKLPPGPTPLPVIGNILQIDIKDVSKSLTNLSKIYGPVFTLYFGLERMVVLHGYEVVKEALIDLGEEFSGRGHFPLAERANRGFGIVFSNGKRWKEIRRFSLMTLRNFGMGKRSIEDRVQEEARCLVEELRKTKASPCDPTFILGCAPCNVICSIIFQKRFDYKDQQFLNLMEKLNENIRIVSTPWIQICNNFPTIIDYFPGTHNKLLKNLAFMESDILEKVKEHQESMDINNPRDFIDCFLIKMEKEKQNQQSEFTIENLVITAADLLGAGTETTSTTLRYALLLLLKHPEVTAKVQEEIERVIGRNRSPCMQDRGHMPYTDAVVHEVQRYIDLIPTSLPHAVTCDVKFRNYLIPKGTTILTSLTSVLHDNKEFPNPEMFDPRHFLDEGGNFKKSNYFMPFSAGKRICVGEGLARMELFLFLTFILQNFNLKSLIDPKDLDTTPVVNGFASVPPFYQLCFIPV
DAT uptake mod: human DAT dopamine uptake with cocaine, either direction; Q01959; LLC-PK1 hDAT cells, [14C]-dopamine uptake with cocaine IC80; actives deviate in either direction; B-score at 10 µM; 110,000 tested, 1.3% active;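 active means Z score or B-score, a plate-position-corrected score, falls beyond the plate's 99.7% confidence bounds, in either direction; inactive means both scores lie inside the 99.7% bounds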;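 further: scored against the spread of the other compound wells on the same plate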
Calb biofilm kill: kills Candida albicans biofilms; C. albicans biofilm + clotrimazole, Alamar Blue; inhibition, % at 6 µM; 85,000 tested, 0.14% active; AID 834;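 active means inhibition above 20%; inactive means inhibition below 20%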;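 further: preformed 24 hr biofilms exposed to compound for 48 hr; 0% = biofilm without compound and 100% = blank killed by clotrimazole plus chlorhexidine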
HUVEC tox TNFa: HUVEC cytotoxicity counter-screen, TNF alpha stimulated | 93,000 tested, 0.17% active | HUVEC TNFalpha-stimulated, Hoechst cell count, imaging | AID 848 | cell count reduction, % at 2 µM;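 active means cell count reduction exceeding the screen mean by over 5 SD, scaled to untreated wells per plate, cut at about 78% in these data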;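 further: cells counted after 24 h of TNF alpha exposure following the 1 h pretreatment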
CYP2C19 activ: increases human CYP2C19 enzyme activity | P33261 | recombinant CYP2C19, luciferin-H EGE luminescence; stronger effect = higher value; 0 = fully inhibited enzyme, 1 = untreated enzyme | activation factor at 5 µM | 96,000 tested, under 10 active | AID 1025;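 active means activation factor of at least 2 at 5 µM in the primary screen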;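 further: 0 = wells with 2.5 mM tranylcypromine and 1 = vehicle-only wells; values of inactives mirror those of a sister screen read the other way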
HUVEC tox IL1B: toxic to HUVEC cells under IL-1B stimulation | HUVEC cell count loss, Hoechst imaging, IL-1B stimulated | cell count reduction, % at 2 µM | 94,000 tested, 0.41% active | AID 845;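 active means cell count reduction more than 3 SD above the screen-wide mean, cut at about 70% in these data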;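 further: normalized per plate to untreated control cells as the no-loss baseline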
CYP2C9 inhib: human CYP2C9 inhibition; P11712; AID 777; CYP2C9 Supersomes, luciferin-H conversion, luminescence; inhibition, % at 5 µM; 96,000 tested, 20% active;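 active means blocking of liver enzyme CYP2C9 beyond about 50% at 5 µM, limit read from the data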; further: values of inactives mirror those of a sister screen read the other way
* hit, by the source's call; x = not tested or not shown.

SMILES	CYP2C9 act	VCAM1 TNFa inh	CYP2C19 inh	DAT uptake mod	Calb biofilm kill	HUVEC tox TNFa	CYP2C19 activ	HUVEC tox IL1B	CYP2C9 inhib
CCOC(=O)CSc1nc2cc3c(cc2cc1C#N)OCO3	0.6	4	19	-1	6	0	0.8	-9	39
CCN(CC)S(=O)(=O)c1cccc(-c2nnc(SCc3nc4ccccc4s3)o2)c1	0.9	27	93*	0.2	-5	5	0.1	-7	10
O=C1CC(c2ccccc2)Sc2ccccc2N1 (stereo unspecified)	1	-33	42	-0.59	4	-50	0.6	-11	-1
O=[N+]([O-])c1cccc(C(=Nc2ccccc2Cl)NO)c1	0.4	-10	87*	0.006	x	3	0.1	9	62*
c1coc(-c2nnc3n2C2(CCCC2)Cc2ccccc2-3)c1	0.9	10	18	0.83	-1	-20	0.8	10	15
C=CCSC1=N/C(=C\c2ccc(C)o2)C(=O)S1	0.5	3	82*	-0.0096	1	-3	0.2	22	50
CC(=O)c1ccc(NC(=O)c2cnn3ccccc23)cc1	1	8	11	-0.68	12	-8	0.9	-6	-3
COc1ccc(C2(O)CCN(Cc3nnnn3Cc3ccc(F)cc3)CC2)cc1	1	24	-8	-0.68	9	-7	1.1	-43	-2
COc1ccc(CC(C)N2CCN(c3ccccc3OC)CC2)cc1OC (stereo unspecified)	1.3	x	9	-0.5	1	x	0.9	x	-26
COc1ccc(OCC(O)CNCc2ccco2)cc1 (stereo unspecified)	0.9	x	33	-0.21	8	x	0.7	x	8
COc1cc2c(cc1OC)C1=NC(=O)CN1C(SCc1ccccc1)=N2	1.1	x	-11	0.14	x	x	1.1	x	-10
O=C(CNC(=O)/C(=C\c1ccc(F)cc1)NC(=O)c1ccccc1)OCc1ccccc1	0.7	-2	71*	0.8	x	-10	0.3	-15	34
CC1CCN(c2cc(C#N)c(C#N)cc2[N+](=O)[O-])CC1	1.3	-8	1	-0.59	x	-18	1	-13	-27
O=c1[nH]c(CN2CCc3ccccc3C2)nc2ccccc12	0.8	-18	11	-0.034	5	-17	0.9	-5	24
COc1ccccc1-c1noc(CCC(=O)Nc2cc(C(F)(F)F)ccc2Cl)n1	1.4	1	68*	-0.36	5	6	0.3	-6	-44
Cc1ccc(-c2nc3ncccn3c2Nc2ccc3c(c2)OCO3)o1	x	3	x	0.25	7	2	x	7	x
CCOC(=O)C(C)CC(C)C(=O)N1CCOCCN(C(=O)C(C)CC(C)C(=O)OCC)CCOCC1 (stereo unspecified)	0.9	4	30	0.66	1	-6	0.7	-16	5
COc1ccc(CNc2nn[nH]n2)cc1OC	1.2	2	-18	-0.55	-3	-25	1.2	6	-20
c1ccc2sc(C3CCN(Cc4nnnn4Cc4ccc5c(c4)OCO5)CC3)nc2c1	x	-11	x	-1.7	4	4	x	14	x
Cc1ccc(/C=C(\C#N)c2nc3ccccc3[nH]2)s1	0.7	15	16	0.062	x	-28	0.8	-8	34
COc1cc(C(=O)N2CCN(c3ncnc4sc(C)c(C)c34)CC2)cc(OC)c1OC	0.3	-21	73*	-0.21	2	-19	0.3	-3	70*
Cc1ccc(-n2nc(C(=O)NCc3ccc(C)o3)c3c4ccccc4n(C)c3c2=O)cc1	0.9	-10	-2	0.0043	5	-6	1	-18	7
CC1=C(C)CC(C(=O)NNC(=O)c2ccccc2O)C(C(=O)O)C1 (stereo unspecified)	0.8	1	-7	-0.18	x	-13	1.1	-2	22
Cn1c(=O)[nH]c(=O)c2c1nc(N1CCOCC1)n2CCN1CCOCC1	1	-3	-5	-1.1	9	-22	1	-4	2
c1ccc2c(c1)nc(NCCN1CCOCC1)c1nncn12	1	2	-8	1.4	10	-2	1.1	3	3
(next part)
SMILES	CYP2C9 act	VCAM1 TNFa inh	CYP2C19 inh	DAT uptake mod	Calb biofilm kill	HUVEC tox TNFa	CYP2C19 activ	HUVEC tox IL1B	CYP2C9 inhib
O=S(=O)(c1ccc(F)cc1)n1ccc(-c2cccc(OCc3ccc(Cl)cc3Cl)c2)n1	0.6	7	19	0.043	x	-6	0.8	1	45
CC1CN(S(=O)(=O)Cc2ccccc2)CC(C)O1 (stereo unspecified)	1.2	x	66*	-1.5	0	x	0.3	x	-22
O=C1CC(c2ccc(Cl)c(Cl)c2)CC(O)=C1C=NCCN1CCNCC1 (stereo unspecified)	0.8	-2	23	1.5	4	-24	0.8	6	20
N#CC1=C(N)NC(SCc2ccc(F)cc2)=C(C#N)C12CCCCC2	0	1	100*	0.74	-1	-16	0	-7	100*
Cc1ccc(-c2nc3ccsc3c(=O)o2)cc1	0.7	14	23	-0.46	3	-2	0.8	x	31
CO/N=C(\Cn1ncc(NC2CCCCC2)c(Br)c1=O)c1ccc(Cl)cc1	0.5	-2	7	0.49	6	-7	0.9	-33	54*
O=C(CN1C(=O)c2ccccc2S1(=O)=O)NCCSCc1ccco1	0.7	1	3	-0.84	0	-40	1	-14	26
COC(=O)Nc1nc2c(s1)CCCC2	1.1	x	-18	-0.54	4	x	1.2	x	-6
CSc1nc(Oc2ccc(=O)n(C)n2)nc(N(C)C)n1	1	12	31	x	-1	-4	0.7	-12	3
O=C(CCS(=O)(=O)c1cccc2nonc12)NCCc1ccccc1	1	x	53*	-1.2	0	x	0.5	x	3
COc1ccc(OCCCC(=O)NCC(C)C)cc1	0.8	21	42	1.2	64*	-19	0.6	6	19
CN1CCN(CCCNC(=O)c2cc3c(-c4ccc(Cl)cc4)nn(C)c3s2)CC1	0.9	14	-2	0.44	-7	-38	1	-20	13
CC(C)(C)C1CCC2(CC1)C(Nc1cccc(C(F)(F)F)c1)=NC(=S)N2CC#N (stereo unspecified)	x	-47	x	-0.049	2	-24	x	4	x
COc1ccc(C(=O)Nc2ccccc2C(=O)N/N=C/c2cccc3ccccc23)cc1	0.5	33	37	1.3	x	3	0.6	14	50
Cc1ccc(NC(=S)N2CCN(Cc3ccc4c(c3)OCO4)CC2)c(C)c1	x	13	x	0.26	x	-13	x	-18	x
Cc1ccc(NC(=O)CCC(=O)NCCO)cc1	1.1	7	12	0.33	4	5	0.9	-6	-9
CCN(CC)S(=O)(=O)c1ccc2oc(SCC3CN=C(c4ccc(OC)cc4)S3)nc2c1 (stereo unspecified)	0.2	10	47	1.2	1	-26	0.5	-3	79*
O=C(COC(=O)CCNS(=O)(=O)c1ccc(Cl)cc1)NCc1ccco1	0.9	2	34	0.24	7	-23	0.7	-17	9
CCn1cnc2sc(C(=O)O)c(C)c2c1=O	1.2	0	-16	-0.64	4	-51	1.2	-11	-22
O=C(NCCc1ccccc1)c1cnn2c(C(F)F)cc(C3CC3)nc12	0.5	10	87*	0.24	7	-24	0.1	-13	46
COc1ccc(NC(C)=O)cc1NC(=O)CCn1c(=O)sc2ccccc21	x	5	x	0.03	6	31	x	-7	x
Cc1cc(O)c(C(C)C)cc1NC(=O)c1ccc(Cl)cc1	1	4	49	-0.047	x	-21	0.5	-35	3
CCCC1CCC(C(=O)Nn2c(C)nc3ccccc3c2=O)CC1 (stereo unspecified)	x	-6	x	0.15	6	-21	x	-7	x
c1cncc(CNc2c3c(nc4nnnn24)CCCC3)c1	0.8	x	68*	-0.14	-8	x	0.3	x	19
COc1cccc(C(=O)CSc2nnc(CNS(=O)(=O)c3ccc(C)cc3)n2C)c1	1	-23	-2	0.61	2	-26	1	-7	2
Later entries.
SMILES	CYP2C9 act	VCAM1 TNFa inh	CYP2C19 inh	DAT uptake mod	Calb biofilm kill	HUVEC tox TNFa	CYP2C19 activ	HUVEC tox IL1B	CYP2C9 inhib
O=C(CSc1nnc2sc3ccccc3n12)N1CCN(c2ccccc2)CC1	2.8*	-15	9	0.57	-4	-9	0.9	46	-178
CC1CCN(CC(=O)n2c3c(c4ccccc42)CCCC3)CC1	1.3	-4	68*	-0.54	5	-22	0.3	6	-29
Cn1c(=NC(=O)CSCC(=O)N2CCCCC2)sc2ccccc21	1.4	-1	74*	1.4	6	-6	0.3	-18	-39
CC(/C=N/N1CCN(c2ccccc2)CC1)=C\c1ccccc1	1.1	2	30	-1.1	x	-11	0.7	-25	-8
N#Cc1cc2c(nc1SCC(O)CS(=O)(=O)Cc1ccc(Cl)cc1)CCCC2 (stereo unspecified)	0.2	-7	59*	-0.72	-1	-13	0.4	-12	81*
Cc1cc2n(n1)C(c1ccc(O)cc1)Nc1ccccc1-2 (stereo unspecified)	1.1	19	-16	1.4	4	-4	1.2	-12	-6
CC(CNCC1CCCO1)COc1cccc2ccccc12 (stereo unspecified)	1.1	-6	4	-0.71	x	3	1	9	-9
CCOc1nc(NCc2ccco2)nc(Nc2ccccc2F)n1	x	8	x	0.39	7	-24	x	-6	x
N#Cc1c(N)nc2c(c1-c1cccc(O)c1)CCCCCC2	0.5	-1	31	x	0	-34	0.7	15	54*
Cc1cc(NC(=O)COc2nnc(-c3ccccc3)c3ccccc23)no1	0.4	-9	52*	0.48	2	-28	0.5	-7	63*
c1ccc2[nH]c(CSc3nc4ccccc4o3)nc2c1	0.3	14	100*	-0.32	3	-7	0	x	70*
CCN1c2ccccc2-c2nc3ccccc3n2C1c1ccco1 (stereo unspecified)	0.4	7	28	-0.64	6	-4	0.7	-1	59*
Cc1ccc(C(C#N)c2ccc3c(C(F)(F)F)cc(C(F)(F)F)nc3n2)cc1 (stereo unspecified)	0.2	3	24	-0.018	-1	-16	0.8	-7	84*
CC(C)N(C(=O)CSc1nn2c(=O)c(C(C)(C)C)nnc2s1)c1ccccc1	0.1	-4	88*	0.72	2	-18	0.1	10	89*
Cc1nc2nc(-c3ccc(Cl)cc3)nn2c(C)c1Cl	1	-2	3	x	6	0	1	-16	4
CC1CN(C(=O)c2cccs2)CCN1C(=O)c1cccs1 (stereo unspecified)	0.1	x	96*	-1.7	5	x	0	x	89*
Cc1cccc(N2CCN(C(=O)C3CCN(S(=O)(=O)c4cccnc4)CC3)CC2)c1C	0.8	4	14	1.8	10	-27	0.9	-3	20
